Vif imaging = blocks HIV Vif function | HEK293T cells, Vif self-association by quenched fluorescence, imaging, 24 h | inhibition, % at 7.49 µM | 340,000 tested, 0.35% active; in the data active means inhibition above about 50%, passing the limit was not always enough; further: some results filed as inactive read as strong as hits
Peg3 prom inh = inhibitors of Peg3 promoter; HeLa PEG-Prom luciferase reporter, luminescence, overnight; 360,000 tested, 1.7% active; inhibition, % at 20 µM; AID 588405;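 active means inhibition of at least 50% at 20 µM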
NR2E3 ag-1 = agonists of human nuclear receptor NR2E3; Q9Y5X4; GST-NR2E3/biotin-RetCOR TR-FRET, 1536-well; inhibition of corepressor binding, % at 4.78 µM; 320,000 tested, 0.12% active; AID 2300;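 active means percent inhibition above the cutoff of mean plus 3 SD of all tested compounds, set per screening campaign, cut at about 20% in these data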;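 further: 0% = DMSO wells and 100% = biotin wells as full block of FRET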
Target sequence (Q9Y5X4 whole entry, looked up): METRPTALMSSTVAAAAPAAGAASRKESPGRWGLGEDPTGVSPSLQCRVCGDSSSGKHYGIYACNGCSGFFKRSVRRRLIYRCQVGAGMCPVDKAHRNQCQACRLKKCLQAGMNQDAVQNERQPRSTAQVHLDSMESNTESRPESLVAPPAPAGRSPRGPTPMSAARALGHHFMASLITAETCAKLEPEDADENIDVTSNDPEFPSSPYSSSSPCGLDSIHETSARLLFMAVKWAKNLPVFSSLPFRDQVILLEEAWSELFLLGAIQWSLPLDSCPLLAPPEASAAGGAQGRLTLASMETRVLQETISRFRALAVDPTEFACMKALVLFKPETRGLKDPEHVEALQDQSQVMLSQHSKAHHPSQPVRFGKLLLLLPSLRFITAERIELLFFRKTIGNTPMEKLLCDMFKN
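Test system: GST-NR2E3 and biotin-RetCOR proteins | Quantity: 1.35 nM GST-tagged NR2E3 final | Medium: Tris pH 7.5 | Also added: 7 nM biotin-RetCOR | Dosing: Compound at 4.8 µM, single dose | Timing: 5 h at 4 °C | Detection: Time-resolved FRET | Read-out basis: Percent inhibition | Benchmarks: Biotin wells as high control, 0.6% DMSO wells as low control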
PDI turbidity = blocks human protein disulfide isomerase activity; P07237; PDI insulin aggregation turbidity, A650, 90 min; inhibition, % at 10 µM; 350,000 tested, 0.052% active; AID 588391;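 active means mean inhibition across replicates of 30% or more, whatever share of single replicates reach that level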;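 further: absorbance from insulin aggregation driven by PDI reduction with DTT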
Target sequence (P07237 whole entry, looked up): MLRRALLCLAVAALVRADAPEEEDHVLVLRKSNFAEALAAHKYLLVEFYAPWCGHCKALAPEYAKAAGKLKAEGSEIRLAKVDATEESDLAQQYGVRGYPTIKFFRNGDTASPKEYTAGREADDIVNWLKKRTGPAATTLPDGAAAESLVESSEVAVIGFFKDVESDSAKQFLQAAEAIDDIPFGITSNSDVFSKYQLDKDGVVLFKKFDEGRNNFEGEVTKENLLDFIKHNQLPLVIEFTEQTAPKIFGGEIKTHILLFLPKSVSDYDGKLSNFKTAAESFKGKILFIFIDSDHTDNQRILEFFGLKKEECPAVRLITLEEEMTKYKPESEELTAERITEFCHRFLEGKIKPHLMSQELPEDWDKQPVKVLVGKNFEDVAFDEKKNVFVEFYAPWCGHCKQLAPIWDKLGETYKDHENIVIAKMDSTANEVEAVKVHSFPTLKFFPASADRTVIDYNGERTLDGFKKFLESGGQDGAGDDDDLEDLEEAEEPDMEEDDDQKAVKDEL
KKLEB cytotox = counter-screen for CF NF-kB inhibitors: cytotoxicity; KKLEB CF airway cells viability, ATPlite luminescence, overnight; hits give low values; cells stimulated with P. aeruginosa culture filtrate; activity change (cytotoxicity), % at 5 µM; 360,000 tested, 0.36% active; AID 602141;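 active means corrected activity change at or below -50% at 5 µM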
Shn3 inh set2 = Schnurri-3 reporter inhibition in Clone20 osteoblasts; AID 588674; inhibition, % at 12.5 µM; Clone20 osteoblast Shn3 3'UTR firefly luciferase, 24 h; 360,000 tested, 0.52% active;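 active means mean inhibition of at least 75% with every replicate also reaching 75%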;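 further: 0% = median of neutral control wells and 100% = pilot-screen positive control compound; some compounds past the cut are filed as inactive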
CF NFkB block = blocks PAF-induced NF-kB reporter in cystic fibrosis cells | KKLEB NF-kB-GFP reporter, GFP fluorescence overnight | inhibition, % at 5 µM | 360,000 tested, 0.86% active | AID 588850;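 active means at least 50% inhibition at 5 µM, scaled per plate between neutral and stimulator controls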;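 further: PAF is a Pseudomonas aeruginosa culture filtrate used as stimulus; plate controls were PAF-stimulated DMSO wells for no effect and unstimulated DMSO wells for full effect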
NR2E3 ag-2 = activates human NR2E3 receptor; Q9Y5X4; CHO-S Gal4-NCOR/VP16-NR2E3 two-hybrid, luciferase; inhibition of corepressor binding, % at 3.98 µM; 360,000 tested, 0.35% active; AID 602229;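 active means inhibition above the mean of all tested compounds plus 3 SD, cut at about 70% in these data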;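 further: 0% = DMSO with NR2E3 transfected cells and 100% = cells lacking NR2E3 construct; higher means lower luciferase signal from less NR2E3 corepressor binding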
CaV13 FRET inh = Disruptors of the CACNA1D IQ motif to Ca2+-dependent inactivation inhibitor domain association, primary screening, Förster resonance energy transfer in intact living … | HEK cells, CFP/YFP FRET ICDI-IQ, plate reader, 10 min; percent FRET-ratio fall versus neutral wells | inhibition, % at 12.3 µM | 340,000 tested, 0.098% active;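 active means mean replicate inhibition of at least 30% and at least 1% of replicates passing that level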;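 further: 0% = median of the neutral control wells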
HIF-2a inh = inhibitors of HIF-2a | inhibition, % at 18.8 µM | 360,000 tested, 0.72% active | AID 624352 | 786-0 RCC cells HIF-2a reporter, luciferase luminescence, overnight;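 active means inhibition of the luminescence signal of 40% or more relative to plate controls, in a single-dose primary screen at 18.75 µM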
MITF TRPM1 inh = MITF TRPM1 promoter inhibition in SK-MEL-5 cells; SK-MEL-5 TRPM1 promoter luciferase, 24 h; inhibition, % at 12.5 µM; 330,000 tested, 0.83% active; AID 488899;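 active means mean inhibition across replicates of 60% or more, whatever share of single replicates reaches that level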; further: values of inactives mirror those of a sister screen read the other way
An asterisk follows results filed as active.

Screening Cn1cnnc1SCC(=O)Nc1ccc(F)cc1F returned Vif imaging -8, Peg3 prom inh -12, NR2E3 ag-1 2, PDI turbidity 3, KKLEB cytotox -2, Shn3 inh set2 12, CF NFkB block 30, NR2E3 ag-2 32, CaV13 FRET inh -2, HIF-2a inh 4 and MITF TRPM1 inh 10.
Screening Cc1ccc(C(C)(O)CS(=O)(=O)Cc2ccccc2)cc1 (stereo not drawn) returned Peg3 prom inh -36, NR2E3 ag-1 0, PDI turbidity 1, KKLEB cytotox -17, Shn3 inh set2 5, CF NFkB block 30, NR2E3 ag-2 -21, CaV13 FRET inh -20, HIF-2a inh -11 and MITF TRPM1 inh 0.
CCOC(=O)C1=C(C)NC(=NC)SC1c1ccccc1 (stereo not drawn) was read as Vif imaging 0, Peg3 prom inh 5, NR2E3 ag-1 3, PDI turbidity 2, KKLEB cytotox 10, Shn3 inh set2 12, CF NFkB block -17, NR2E3 ag-2 -30, CaV13 FRET inh -5, HIF-2a inh 13 and MITF TRPM1 inh 3.
CN1CCN(c2ccc(NC(=O)c3cccc(OCc4ccccc4)c3)cc2)CC1 was read as Vif imaging 8, Peg3 prom inh 15, NR2E3 ag-1 1, PDI turbidity 4, KKLEB cytotox -7, Shn3 inh set2 -54, CF NFkB block 17, NR2E3 ag-2 -6, CaV13 FRET inh -7, HIF-2a inh -126 and MITF TRPM1 inh -54.
Screening NC(c1csc(NC(=O)Nc2cccc(Cl)c2)n1)c1ccccc1Cl (stereo not drawn) returned Vif imaging 8, Peg3 prom inh 100*, PDI turbidity 0, KKLEB cytotox -16, Shn3 inh set2 2, CF NFkB block 91*, NR2E3 ag-2 34, CaV13 FRET inh -6 and HIF-2a inh -43.
For COc1cc(/C=N/Nc2ccc(C)cc2)cc(Br)c1O the results were Vif imaging 7, Peg3 prom inh -12, NR2E3 ag-1 1, PDI turbidity 7, KKLEB cytotox 16, Shn3 inh set2 6, CF NFkB block -27, NR2E3 ag-2 -29, CaV13 FRET inh -18, HIF-2a inh 6 and MITF TRPM1 inh 15.
`O=S(=O)(NC(=S)NC1CCCCC1)c1ccc(Br)cc1` gave Vif imaging 23, Peg3 prom inh 19, NR2E3 ag-1 1, PDI turbidity 1, KKLEB cytotox -11, Shn3 inh set2 7, CF NFkB block 1, NR2E3 ag-2 14, CaV13 FRET inh -6, HIF-2a inh 22 and MITF TRPM1 inh -7.
`COc1ccc(C(=O)COC(=O)CCN2C(=O)C3CC=CCC3C2=O)c(OC)c1` (stereo not drawn) gave Vif imaging 2, Peg3 prom inh -43, PDI turbidity -1, KKLEB cytotox -6, Shn3 inh set2 -12, CF NFkB block 0, NR2E3 ag-2 23, CaV13 FRET inh -6, HIF-2a inh -14 and MITF TRPM1 inh -18.
For COCCCNC(=S)NNC(=S)Nc1ccc(F)cc1F the results were Vif imaging -12, Peg3 prom inh -69, NR2E3 ag-1 -2, PDI turbidity 4, KKLEB cytotox 2, Shn3 inh set2 -27, CF NFkB block -4, NR2E3 ag-2 -90, CaV13 FRET inh -9, HIF-2a inh -147 and MITF TRPM1 inh -20.
`COc1ccc2cc(Br)ccc2c1CC(=O)NC(C)(C)C` gave Vif imaging -5, Peg3 prom inh 23, NR2E3 ag-1 13, PDI turbidity -4, KKLEB cytotox -7, Shn3 inh set2 3, CF NFkB block 13, NR2E3 ag-2 6, CaV13 FRET inh -16, HIF-2a inh 25 and MITF TRPM1 inh 6.
Cc1ccccc1C(=O)Nc1nc(-c2cccnc2)cs1 was read as Vif imaging -10, Peg3 prom inh -20, NR2E3 ag-1 -1, PDI turbidity -8, KKLEB cytotox 6, CF NFkB block -20, NR2E3 ag-2 -99, CaV13 FRET inh -7, HIF-2a inh -27 and MITF TRPM1 inh -7.
`CCOc1ccc(N2Nc3n[nH]c(N)c3N2)cc1` gave Vif imaging -18, Peg3 prom inh -208, NR2E3 ag-1 -4, PDI turbidity 2, KKLEB cytotox -6, Shn3 inh set2 -37, CF NFkB block 22, NR2E3 ag-2 -31, CaV13 FRET inh -4, HIF-2a inh -113 and MITF TRPM1 inh -41.
For CCc1ccc(CNC(=O)c2ccc(OC)c(OC3CCN(C(C)C)CC3)c2)nc1 the results were Vif imaging -9, Peg3 prom inh 11, NR2E3 ag-1 1, PDI turbidity 9, KKLEB cytotox 9, Shn3 inh set2 6, CF NFkB block -6, NR2E3 ag-2 -18, HIF-2a inh 10 and MITF TRPM1 inh 11.
Screening Cc1ccc(N2CCN(CC(O)COc3cccc(C)c3)CC2)cc1 (stereo not drawn) returned Vif imaging -7, Peg3 prom inh 14, NR2E3 ag-1 -1, PDI turbidity -3, KKLEB cytotox 17, Shn3 inh set2 -13, CF NFkB block -15, NR2E3 ag-2 -2, CaV13 FRET inh -19, HIF-2a inh 19 and MITF TRPM1 inh 2.
Screening OC[C@@H]1CN(Cc2ccccc2)C[C@H](n2cnc3c(NCc4ccc(F)cc4)ncnc32)O1 returned Vif imaging 14, Peg3 prom inh -101, PDI turbidity 1, KKLEB cytotox -7, Shn3 inh set2 -50, CF NFkB block 14, NR2E3 ag-2 -14, CaV13 FRET inh -11 and HIF-2a inh -111.
Screening COc1ccc(CCNC(=O)c2oc3ccccc3c2C)cc1 returned Vif imaging 24, Peg3 prom inh -41, NR2E3 ag-1 -1, PDI turbidity -5, KKLEB cytotox 7, Shn3 inh set2 -7, CF NFkB block -14, NR2E3 ag-2 -6, CaV13 FRET inh -4, HIF-2a inh -33 and MITF TRPM1 inh -2.
c1ccc2c(c1)CCN(c1nc3cc4c(cc3s1)OCO4)C2 was read as Vif imaging -7, Peg3 prom inh -271, NR2E3 ag-1 2, PDI turbidity 4, KKLEB cytotox -20, Shn3 inh set2 -66, CF NFkB block 1, NR2E3 ag-2 -196, CaV13 FRET inh -6, HIF-2a inh -178 and MITF TRPM1 inh -35.
CCCNC(=O)c1onc(CSc2cccc(OC)c2)c1C(=O)NCCC was read as Peg3 prom inh 16, NR2E3 ag-1 3, PDI turbidity -3, KKLEB cytotox 25, Shn3 inh set2 -16, CF NFkB block -18, NR2E3 ag-2 -24, CaV13 FRET inh -11, HIF-2a inh 18 and MITF TRPM1 inh 0.
For Cc1c(C=O)c2ccccc2n1CCOc1ccccc1 the results were Vif imaging -2, Peg3 prom inh 9, NR2E3 ag-1 -2, PDI turbidity -62, KKLEB cytotox 0, Shn3 inh set2 28, CF NFkB block -2, NR2E3 ag-2 -2, CaV13 FRET inh -5, HIF-2a inh 7 and MITF TRPM1 inh -3.
For Cc1cccc(C)c1NC(=O)C(C)c1ccc(-c2ccccc2)c(F)c1 (stereo not drawn) the results were Vif imaging 8, Peg3 prom inh 5, NR2E3 ag-1 1, PDI turbidity 4, KKLEB cytotox -5, Shn3 inh set2 18, CF NFkB block 1, NR2E3 ag-2 -3, CaV13 FRET inh -5, HIF-2a inh 9 and MITF TRPM1 inh 5.
CC(C)CCNC(=O)CN(Cc1ccc2c(c1)OCO2)C(=O)Cn1nnc(-c2cccs2)n1 was read as Vif imaging -4, Peg3 prom inh 4, NR2E3 ag-1 0, PDI turbidity -7, KKLEB cytotox 6, Shn3 inh set2 -4, CF NFkB block -20, NR2E3 ag-2 -11, HIF-2a inh 6 and MITF TRPM1 inh 6.
CC(=O)Nc1ccc(NC(=O)C2(C)Cc3c(-c4ccc5c(c4)OCO5)ccnc3O2)cc1 (stereo not drawn) was read as Vif imaging 0, Peg3 prom inh 21, PDI turbidity -10, KKLEB cytotox -1, Shn3 inh set2 -6, CF NFkB block -17, NR2E3 ag-2 -6, CaV13 FRET inh -5 and HIF-2a inh 19.
For O=C(O)c1ccc(NC(=O)c2ccc(Cl)cc2)c(NC(=O)c2ccc(Cl)cc2)c1 the results were Vif imaging -3, Peg3 prom inh 15, NR2E3 ag-1 0, PDI turbidity 4, KKLEB cytotox 2, Shn3 inh set2 -41, CF NFkB block 21, NR2E3 ag-2 9, CaV13 FRET inh -19, HIF-2a inh 15 and MITF TRPM1 inh 2.
CC1=C(C(=O)Nc2cccc(C(=O)N3CCN(c4cccc(C(F)(F)F)c4)CC3)c2)SCCO1 was read as Vif imaging 1, Peg3 prom inh -8, NR2E3 ag-1 2, PDI turbidity 2, KKLEB cytotox -22, Shn3 inh set2 76, CF NFkB block 12, NR2E3 ag-2 -17, CaV13 FRET inh -6, HIF-2a inh 11 and MITF TRPM1 inh -12.
Cc1cc(C)n2nc(C(=O)Oc3ccc4c(c3)OCO4)nc2n1 was read as Vif imaging 21, Peg3 prom inh 4, NR2E3 ag-1 0, PDI turbidity -4, KKLEB cytotox 7, Shn3 inh set2 -29, CF NFkB block -16, NR2E3 ag-2 2, CaV13 FRET inh -5, HIF-2a inh 18 and MITF TRPM1 inh -6.
CN(Cc1ccccc1)C(=O)c1ccccc1Br was read as Vif imaging 2, Peg3 prom inh 2, NR2E3 ag-1 -1, PDI turbidity -5, KKLEB cytotox 4, Shn3 inh set2 -46, CF NFkB block -18, NR2E3 ag-2 -16, CaV13 FRET inh -1, HIF-2a inh 19 and MITF TRPM1 inh 12.
For COC(=O)c1ccccc1NC(=S)N1CCC(N2CCCCC2)CC1 the results were Vif imaging -1, Peg3 prom inh 5, NR2E3 ag-1 0, PDI turbidity 12, KKLEB cytotox 0, Shn3 inh set2 -7, CF NFkB block 8, NR2E3 ag-2 -8, CaV13 FRET inh -15, HIF-2a inh 4 and MITF TRPM1 inh 11.
For O=C(CSc1ccccc1C(=O)O)NCc1ccco1 the results were Vif imaging 32, Peg3 prom inh 1, NR2E3 ag-1 0, PDI turbidity 4, KKLEB cytotox -9, Shn3 inh set2 -11, CF NFkB block 7, NR2E3 ag-2 8, CaV13 FRET inh -5, HIF-2a inh 2 and MITF TRPM1 inh 10.
For COc1ccccc1/C=C(/CC(=O)NCc1ccc2c(c1)OCO2)c1nc2ccccc2s1 the results were Vif imaging -4, Peg3 prom inh -43, NR2E3 ag-1 0, PDI turbidity -4, KKLEB cytotox -4, Shn3 inh set2 -31, CF NFkB block -29, NR2E3 ag-2 -41, CaV13 FRET inh -6, HIF-2a inh -63 and MITF TRPM1 inh 1.
`COc1ccc(/C=N/Nc2ncnc3c2[nH]c2ccccc23)c(OC)c1OC` gave Vif imaging 0, Peg3 prom inh 7, NR2E3 ag-1 1, PDI turbidity -9, KKLEB cytotox -2, Shn3 inh set2 5, CF NFkB block -7, NR2E3 ag-2 0, CaV13 FRET inh -17, HIF-2a inh 24 and MITF TRPM1 inh 16.
O=C(c1ccccc1)N1CCN(c2nc3ccc([N+](=O)[O-])cc3s2)CC1 was read as Vif imaging -20, Peg3 prom inh 17, NR2E3 ag-1 -2, PDI turbidity -6, KKLEB cytotox -4, Shn3 inh set2 82, CF NFkB block 8, NR2E3 ag-2 32, CaV13 FRET inh -5, HIF-2a inh 8 and MITF TRPM1 inh 6.

Bioassay records deposited in PubChem by several laboratories.
